High-throughput results: PubChem, National Center for Advancing Translational Sciences (NCATS)
Sm TGR inh: S. mansoni TGR enzyme inhibition; Q962Y6; purified TGR, DTNB reduction, TNB absorbance 405 nm; Potency, µM (doses to about 114 µM), for the others: at the highest dose activity change, negative = inhibition, hits mostly inhibitors; 3% of 360,000 active; also: potency is read from the fitted curve at half-maximal effect; nearly all actives have a fitted effect of over 60% in size
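First, TGR (20 nM dispensed) and NADPH were mixed with compound. Second, a 15 min room-temperature incubation followed. Third, further NADPH and then DTNB were added to start the reaction. Finally, TNB absorbance was monitored kinetically.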
AmpC detergent: AmpC beta-lactamase inhibition with detergent present. P00811. AmpC hydrolysis of nitrocefin, absorbance 480 nm, 0.01% Triton. Potency, µM (titrated, usually from 114 µM), without a hit: top-dose activity change, negative = inhibition, most hits filed as inhibitors. 0.041% of 370,000 active. AID 485294;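 also: potency is read from the fitted curve at half-maximal effect; 0% = no-compound wells and -100% = no-enzyme wells; nearly all actives have a fitted effect of over 25% in size; some results filed as inactive show a strong effect at the top dose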
Target sequence (P00811 whole entry, looked up): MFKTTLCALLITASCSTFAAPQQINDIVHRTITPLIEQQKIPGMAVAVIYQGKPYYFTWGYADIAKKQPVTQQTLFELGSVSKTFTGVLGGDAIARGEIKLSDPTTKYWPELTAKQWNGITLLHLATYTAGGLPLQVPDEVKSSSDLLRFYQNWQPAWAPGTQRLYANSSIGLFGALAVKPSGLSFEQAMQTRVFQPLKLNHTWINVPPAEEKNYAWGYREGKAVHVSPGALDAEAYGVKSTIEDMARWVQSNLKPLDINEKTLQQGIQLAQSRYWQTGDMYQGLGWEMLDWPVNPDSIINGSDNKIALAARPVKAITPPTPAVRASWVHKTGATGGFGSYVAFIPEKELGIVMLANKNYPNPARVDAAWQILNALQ
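20 mM phosphate pH 7.0 + 0.01% (detergent screen) or 0.0001% Triton X-100; 5.3 nM AmpC reagent; cpd preinc 15 min RT; nitrocefin (800 uM stock) to start; A480 q20 s × 4 min; Activity was normalised to no-enzyme and no-compound control wells.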
LmPK inhibitor: inhibitors of Leishmania mexicana pyruvate kinase | Q27686 | purified LmPK, Kinase-Glo ATP luminescence, 1 h | Potency, µM (top dose mostly 57.5 µM), without a hit: at the top dose activity change, negative = inhibition, hits mostly inhibitors | 0.37% of 290,000 active; also: potency is read from the fitted curve at half-maximal effect
Target sequence (Q27686 whole entry, looked up): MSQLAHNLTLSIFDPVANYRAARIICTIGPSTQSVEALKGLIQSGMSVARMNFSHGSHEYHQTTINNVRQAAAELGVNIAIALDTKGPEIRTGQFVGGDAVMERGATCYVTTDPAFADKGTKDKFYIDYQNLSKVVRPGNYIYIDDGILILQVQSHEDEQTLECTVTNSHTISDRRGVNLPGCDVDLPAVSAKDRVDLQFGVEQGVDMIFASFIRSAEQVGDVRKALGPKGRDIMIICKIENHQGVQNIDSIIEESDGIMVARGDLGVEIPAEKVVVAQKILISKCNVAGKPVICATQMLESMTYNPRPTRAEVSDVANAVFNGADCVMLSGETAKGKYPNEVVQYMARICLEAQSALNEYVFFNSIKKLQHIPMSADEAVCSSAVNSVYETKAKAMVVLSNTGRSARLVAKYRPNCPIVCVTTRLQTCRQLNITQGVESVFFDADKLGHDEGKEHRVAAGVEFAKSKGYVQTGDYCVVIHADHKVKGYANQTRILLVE
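Purified LmPK (0.1 nM) converted ADP (0.1 mM) to ATP with PEP (0.5 mM) in imidazole buffer pH 7.2 with KCl and MgCl2, 1 h at room temperature. ATP was read by Kinase-Glo luminescence; data normalized to uninhibited and no-enzyme controls.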
Tb PYK inh: inhibitors of Trypanosoma brucei pyruvate kinase; AID 624173; TbPYK enzyme, Kinase-Glo Plus ATP luminescence, 45 min; 0.12% of 410,000 active; Q57TT1; Potency, µM (top dose mostly 76.8 µM), for inactives: at the highest dose activity, negative = inhibition, most hits filed as inhibitors; also: potency is read from the fitted curve at half-maximal effect; nearly all actives have a fitted effect of over 50% in size
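T. brucei PYK with substrate was exposed to pin-transferred compounds across a concentration series, then started with 130 uM ADP (final). After 45 min at room temperature, Kinase-Glo Plus luminescence was read, normalized and curve-fitted.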
AMA1 RON2 block: disrupts binding of P. falciparum AMA1 to RON2. Potency, µM (titrated, usually from 58.2 µM), without a hit: at the highest dose activity change, negative = inhibition, hits mostly inhibitors. 0.2% of 360,000 active. AID 720542. AlphaScreen AMA1-biotinylated RON2 peptide binding;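 also: potency is read from the fitted curve at half-maximal effect; 0% = vehicle wells and -100% = peptide control; nearly all actives have a fitted effect of over 45% in size; some results filed as inactive show a strong effect at the top dose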
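AMA1 (3D7) with his tag at 25 nM final met compounds first, then biotinylated RON2 peptide at 25 nM; detection used donor plus acceptor beads, 10 µg/mL apiece, read by AlphaScreen after 30 min at room temperature.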
AmpC no deterg: blocks E. coli AmpC beta-lactamase in detergent-free assay | P00811 | AmpC nitrocefin hydrolysis, absorbance 480 nm, 0.0001% Triton | Potency, µM (series often up to 57.1 µM), for the others: at the top dose activity change, negative = inhibition, hits mostly inhibitors | 0.52% of 330,000 active;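 also: potency is read from the fitted curve at half-maximal effect; plate controls were no compound for no effect and no enzyme for full effect; nearly all actives have a fitted effect of over 20% in size; some results filed as inactive show a strong effect at the top dose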
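20 mM phosphate pH 7.0 + 0.01% (detergent screen) or 0.0001% Triton X-100; 5.3 nM AmpC reagent; cpd preinc 15 min RT; nitrocefin (800 uM stock) to start; A480 q20 s × 4 min; Activity was normalised to no-enzyme and no-compound control wells.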
HCMV inh: inhibitors of human cytomegalovirus; HFF cells, HCMV-luciferase reporter, 72 h; hits give low values; activity change, negative = inhibition, % at 57.5 µM; AID 1259415; 4.5% of 410,000 active; in the data active = activity change below about -60%; inconclusive = no clear call, values can overlap the other calls; inactive = above about -39%
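Steps: HFFs plated, 16 h 37C; compounds added; HCMV-luciferase added to MOI 1 PFU/cell; 72 h 37C; OneGlo reagent, 5 min room temperature; luminescence read, normalized to controls.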
Starred values were filed as active, the others as inactive; ? = inconclusive; nt = no result given; [ ] = remark or other dose. Unless noted, calls follow the shape of the dose curve; as a rule, active = well fitted curve in the direction sought with a large enough effect; inconclusive = small, poorly fitted or top-dose-only effect, or another doubt; inactive = no such curve, though single readings can be large; an effect the other way counts as inactive or inconclusive. Unless noted, % is scaled to controls: 0 for no effect and ±100 for the full control effect.

Each structure is followed by: AMA1 RON2 block	HCMV inh	AmpC detergent	Tb PYK inh	LmPK inhibitor	AmpC no deterg	Sm TGR inh
#1 CCc1ccc2nc(N(CCN(C)C)C(=O)/C=C/c3cccs3)sc2c1
  -11%	nt	-13%	1%	-2%	133%[activator]	2%
#2 Cc1ccsc1/C=N/n1c(-c2ccccc2)n[nH]c1=S
  56%[activator]	?	?	-23%	-11%	-50%	-4%
#3 Cc1ccc(S(=O)(=O)N(C)C[C@H]2Oc3ncc(-c4ccccc4)cc3C(=O)N([C@@H](C)CO)C[C@@H]2C)cc1
  0%	12	nt	-15%	nt	nt	nt
#4 COc1ccc(OC)c(NC(=O)c2cccc(NC(=O)c3ccccc3C(=O)O)c2)c1
  4%	?	-10%	3%	1%	-16%	0%
#5 CCOC(=O)Cc1cc(C(=O)Nc2ccc(Br)cc2)sc1-c1ccc(C)cc1
  nt	?	27%	6%	nt	nt	4%
#6 CN(CC(=O)NCc1ccccc1)CC(=O)Nc1ccc(Cl)c(C(F)(F)F)c1
  50%[activator]	-2	5%	0%	nt	152%[activator]	2%
#7 CCS(=O)(=O)C1=NSC2=NC(=O)/C(=C\c3ccc(OC(=O)c4ccco4)c(OC)c3)C(=N)N21
  0%	5	-1%	-10%	-1%	-25%	-15%
#8 Nc1nonc1C(=O)NCCNCc1ccccc1OCc1ccccc1F
  1%	9	-9%	-10%	0%	-4%	?
#9 NNC(=O)CN1C(c2ccc(Br)cc2)=Nc2ccc(Br)cc2C1c1ccccc1 (stereo unspecified)
  43%[activator]	-7	-7%	5%	1%	-27%	0%
#10 Cc1ccc(NC(=O)c2nc(S(C)(=O)=O)ncc2N(Cc2ccco2)Cc2ccco2)cc1
  nt	8	-6%	1%	nt	nt	-4%
#11 CS(=O)(=O)N(Cc1ccccc1)c1ccccc1C(=O)N1CCN(c2ccccc2)CC1
  -11%	9	?	2%	0%	45%	-11%
#12 CCCCc1ccc(Nc2ncccc2C#N)cc1
  27%	68	2%	-3%	-11%	-7%	18%
#13 NC(=NCCc1ccccc1)NS(=O)(=O)c1ccccc1F
  -2%	0	?	2%	1%	-19%	-5%
#14 O=C(C(O)c1ccccc1)N1N=C(c2ccccc2)CC1(O)C(F)(F)F (stereo unspecified)
  ?	-22	-15%	3%	-1%	-25%	7%
#15 CC(=O)N1N=C(c2ccc(NS(C)(=O)=O)cc2)CC1c1ccc2nccnc2c1 (stereo unspecified)
  -8%	-22	-2%	6%	1%	-7%	-1%
#16 COc1cc2c(cc1OC)CN(C(=O)CCc1c[nH]c3ccccc13)[C@H](C(=O)O)C2
  9%	164	?	0%	2%	32%	-14%
#17 Cc1sc2ncnc(N3CCC(C(=O)N(C)CC(=O)Nc4cccc(F)c4)CC3)c2c1C
  -3%	-88*	nt	-5%	nt	nt	nt
#18 O=C(CCCc1ccccc1)Nc1ccccc1[N+](=O)[O-]
  -22%	87	?	?	-2%	-26%	-2%
#19 CC(=O)NCCc1nc2ccccc2n1CCc1ccccc1
  53%[activator]	-1	-2%	-3%	-2%	22%	0%
#20 Cc1c(C#N)c(N=CN(C)C)c(C(=O)c2ccc(Br)cc2)n1-c1ccc(Cl)cc1
  -5%	-28	4%	-2%	0%	37%	0%
#21 O=C1c2ccccc2C(=O)N1CCCc1nc(-c2cccnc2)no1
  17%	-17	-7%	3%	2%	-19%	4%
#22 O=c1[nH]c(Nc2ccccn2)cc2ccccc12
  -2%	47	nt	7%	nt	nt	nt
#23 CC1CCCN(C(=O)COC(=O)c2ccc3[nH]c4c(c3c2)CCCC4)C1 (stereo unspecified)
  -7%	-14	?	0%	nt	-11%	2%
#24 Cc1cc(C)cc(NC(=O)COC(=O)C2CC3C=CC2C3)c1 (stereo unspecified)
  0%	-36	nt	7%	nt	nt	nt
#25 CC(c1ccccc1)N1CCC(CNC(=S)Nc2cccc(Cl)c2)C1 (stereo unspecified)
  -6%	?	-5%	-14%	11%	8%	?
#26 Cc1ccc(C)c(SCC(=O)Nc2cccc(S(=O)(=O)N3CCOCC3)c2)c1
  -6%	-19	-2%	-4%	nt	-8%	3%
#27 O=C(Nc1ccc(Oc2cccc(C(F)(F)F)c2)nc1)c1ccco1
  5%	-72*	-9%	-2%	-1%	-13%	-16%
#28 Cc1nn2c3ccccc3nc2c2ccccc12
  -13%	181	-8%	-1%	7%	54%	-1%
#29 COc1cccc(C(C(=O)NC2CCCC2)N(C(=O)c2ccco2)c2cccc(C(C)=O)c2)c1OC (stereo unspecified)
  -14%	-20	?	-1%	-5%	76%[activator]	-21%
#30 COc1cc(N)c(Cl)cc1C(=O)OCC(=O)N1CCc2ccccc21
  -6%	-7	3%	1%	nt	-8%	0%
#31 C[C@@H]1CNC(=O)c2c(C(=O)N[C@@H](Cc3c[nH]c4ccccc34)C(=O)OC(C)(C)C)ncn21
  81%[activator]	-9	nt	4%	nt	nt	nt
#32 CCCCCNC(=O)c1ccc(NS(=O)(=O)c2ccc3[nH]c(=O)[nH]c3c2)cc1
  0%	-95*	7%	1%	-2%	0%	25µM*
#33 CCC(c1nnnn1C1CCCC1)N1CCN(c2ccccc2)CC1 (stereo unspecified)
  -1%	50	-13%	1%	2%	-3%	-2%
#34 COc1ccc(CCNC(=O)c2ccc3nc(CCc4ccccc4)oc3c2)cc1OC
  nt	27	-3%	-1%	nt	nt	-2%
#35 CCOC(=O)c1c(NC(=O)CSc2c[nH]c3ccccc23)sc2c1CCC2
  -19%	58	?	1%	-2%	-34%	-18%
#36 COc1ccc(CN2C(=O)c3ccccc3C2c2nnnn2Cc2ccccc2)cc1 (stereo unspecified)
  -1%	5	nt	-3%	nt	nt	nt
#37 Cc1ccc(NC(=S)N/N=C/c2ccc(Cl)c([N+](=O)[O-])c2)cc1
  58%[activator]	-32	1%	-5%	-6%	-37%	-1%
#38 CCOc1c(Cl)cc(CNc2ccc(N3CCCC3)cc2)cc1OC
  -11%	-65*	?	?	-1%	-17%	13µM*
#39 CCOc1cc2[nH]c(=S)n(CCC(=O)NC3CCCCC3)c(=O)c2cc1OCC
  94%[activator]	-19	nt	-8%	nt	nt	nt
#40 Cc1cc([N+](=O)[O-])ccc1NC(=O)c1sc2ncn(CC(=O)N3CCOCC3)c(=O)c2c1C
  0%	-36	-7%	2%	7%	2%	-1%
#41 C[C@@]12CC(=O)NC1N(C(=O)c1cccc(C(F)(F)F)c1)C(c1ccccc1OC(=O)c1cccc(C(F)(F)F)c1)C2 (stereo partly specified)
  7%	-28	-5%	6%	-1%	156%[activator]	-14%
#42 COc1cccc(C(=O)C2CCCN(Cc3cn[nH]c3C3CCCCC3)C2)c1 (stereo unspecified)
  -9%	-18	-11%	-2%	0%	66%[activator]	1%
#43 O=C(Cc1ccc([N+](=O)[O-])cc1)Nc1nccs1
  -4%	-2	-3%	3%	2%	-21%	8%
#44 CC1(C)N=C(N)N=C(N)N1c1ccccc1
  0%	-30	1%	-3%	-8%	-6%	0%
#45 CCc1ccccc1NC(=O)C/C(C)=N/NC(=O)COc1ccccc1C
  40%[activator]	-36	6%	5%	-3%	29%	20%
#46 COCCn1c(SCC(=O)NCc2ccc(OC)c(OC)c2)nc2ccccc21
  16%	5	0%	-24%	-4%	-1%	6%
#47 CCOCCCNC(=O)C1CCC(CNS(=O)(=O)c2ccc(OC)cc2)CC1 (stereo unspecified)
  15%	138	2%	9%	0%	19%	13%
#48 Cc1nn(CC(O)Cn2c3c(c4ccccc42)CCN(C)C3=O)c(C)c1Br (stereo unspecified)
  -7%	10	1%	-4%	-10%	160%[activator]	-9%
#49 COc1ccc(NC(=O)CSc2nc3ccccc3c(=O)n2Cc2cccs2)c(OC)c1
  nt	nt	-4%	nt	2%	-21%	2%
#50 Cc1ccc(/C=C2\SC(=S)N(CCCC(=O)Nc3cccc(C(=O)O)c3)C2=O)cc1
  -10%	-35	5%	5%	-9%	-17%	2%
#51 COc1cccc(-n2ccn(CC(=O)NCCc3ccccc3)c(=O)c2=O)c1
  17%	-15	-7%	2%	4%	-12%	3%
#52 CCOC(=O)C1(CCOC)CCN(Cc2cc3ccccc3s2)CC1
  -2%	-14	-10%	-17%	-2%	67%[activator]	13%
#53 COc1ccc(N2CCN(C(=O)CN3C(=O)NC4(CCCCC4C)C3=O)CC2)cc1 (stereo unspecified)
  9%	2	nt	2%	nt	0%	nt
#54 Cn1cc(CNCc2cn[nH]c2-c2ccc(F)cc2)c(-c2ccc3c(c2)OCCO3)n1
  -1%	-28	-5%	-7%	7%	1%	-16%
#55 O=C(CCn1ccnc1)Nc1nc2ccccc2[nH]1
  53%[activator]	-9	2%	1%	1%	-19%	-1%

Some of the entries so far, with one line to a screen:
52. CCOC(=O)C1(CCOC)CCN(Cc2cc3ccccc3s2)CC1
53. COc1ccc(N2CCN(C(=O)CN3C(=O)NC4(CCCCC4C)C3=O)CC2)cc1 (stereo unspecified)
54. Cn1cc(CNCc2cn[nH]c2-c2ccc(F)cc2)c(-c2ccc3c(c2)OCCO3)n1
55. O=C(CCn1ccnc1)Nc1nc2ccccc2[nH]1
assay / compound	52	53	54	55
AMA1 RON2 block	-2%	9%	-1%	53%[activator]
HCMV inh	-14	2	-28	-9
AmpC detergent	-10%	nt	-5%	2%
Tb PYK inh	-17%	2%	-7%	1%
LmPK inhibitor	-2%	nt	7%	1%
AmpC no deterg	67%[activator]	0%	1%	-19%
Sm TGR inh	13%	nt	-16%	-1%

Complete entries from above. Order of values: AMA1 RON2 block	HCMV inh	AmpC detergent	Tb PYK inh	LmPK inhibitor	AmpC no deterg	Sm TGR inh
CCOCCCNC(=O)C1CCC(CNS(=O)(=O)c2ccc(OC)cc2)CC1 (stereo unspecified) is listed with 15%	138	2%	9%	0%	19%	13%
COc1ccc(CN2C(=O)c3ccccc3C2c2nnnn2Cc2ccccc2)cc1 (stereo unspecified) is listed with -1%	5	nt	-3%	nt	nt	nt
C[C@@H]1CNC(=O)c2c(C(=O)N[C@@H](Cc3c[nH]c4ccccc34)C(=O)OC(C)(C)C)ncn21 is listed with 81%[activator]	-9	nt	4%	nt	nt	nt
O=C(CCn1ccnc1)Nc1nc2ccccc2[nH]1 is listed with 53%[activator]	-9	2%	1%	1%	-19%	-1%
COc1ccc(NC(=O)CSc2nc3ccccc3c(=O)n2Cc2cccs2)c(OC)c1 is listed with nt	nt	-4%	nt	2%	-21%	2%
